# HBB splicing – modulators of hemoglobin beta chain splicing | AID 925 | Potency, µM (doses to about 46.1 µM), without a hit: at the top dose activation, most hits filed as activators | 0.06% of 65,000 active | HBB splicing reporter cell assay, activation; EGFP reporter with mutant IVS2-654 intron; response scale: normalised to 500 nM splice-correcting PNA; also: potency is read from the fitted curve at half-maximal effect; 0% is about no effect
#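 Compounds were applied for 2 days to HeLa EGFP-654 cells, 500/well in Optimem with 2% FCS. The reporter's EGFP is disrupted by mis-splicing of beta-globin intron IVS2-654. Readout: summed well GFP fluorescence from 488 nm laser scanning; reference was 500 nM antisense […] 654 PNA.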
# ERK AVP block – inhibitors of vasopressin-stimulated ERK signaling pathway | 0.99% of 72,000 active | HEK293-V1b, vasopressin-stimulated pERK AlphaScreen | Potency, µM (series often up to 57.5 µM), without a hit: at the highest dose activity, negative = inhibition, hits mostly inhibitors; also: potency is read from the fitted curve at half-maximal effect; % is scaled to controls: 0 for no effect and ±100 for the full control effect; nearly all actives have a fitted effect of over 55% in size
#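 Overnight-seeded V1b-HEK293 cells in 1% FBS got compound, then vasopressin (25 nM final, 5 min, 37C), then lysis buffer. AlphaScreen detection of phospho-ERK; activity normalized to basal and full-stimulation controls.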
# ALOX15 inhib – 15-hLO (ALOX15) enzyme inhibition | Potency, µM (highest dose often 57.1 µM), for the others: at the top dose activity change, negative = inhibition, hits mostly inhibitors | AID 887 | 1.4% of 74,000 active | purified 15hLO-1, xylenol orange hydroperoxide absorbance; also: potency is read from the fitted curve at half-maximal effect; % is scaled to controls: 0 for no effect and ±100 for the full control effect; nearly all actives have a fitted effect of over 55% in size
#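 Purified human 15hLO-1 (40 nM final) in 25 mM Hepes pH 7.5, 0.01% Triton X-100 was preincubated with compound 15 min at room temperature, then reacted 6 min with 50 uM arachidonic acid; hydroperoxide detected by Fe-XO, 573/405 nm absorbance ratio.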
# Luciferase inh – firefly luciferase inhibition; 2.2% of 72,000 active; P08659; Potency, µM (series often up to 57.1 µM), without a hit: at the highest dose activity change, negative = inhibition, actives largely listed as inhibitors; purified firefly luciferase, luminescence, 8 min; AID 411; also: potency is read from the fitted curve at half-maximal effect; % is scaled to controls: 0 for no effect and ±100 for the full control effect; nearly all actives have a fitted effect of over 40% in size
#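 Substrate buffer containing 10 uM ATP (pH 7.2 imidazole, Mg2+, KCl, detergent, BSA) is dispensed, compound pinned in, then luciferase/luciferin detector mix added. After 8 min at ambient temperature, light output is measured.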
# Tau filament bind – binders of human tau filaments. P10636. recombinant tau filaments, thioflavin S fluorescence, 15 h; filaments grown with octadecylsulfate alongside compound. Potency, µM (top dose mostly 57.1 µM), without a hit: at the top dose activity change, negative = inhibition. 2% of 71,000 active;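 also: potency is read from the fitted curve at half-maximal effect; % is scaled to controls: 0 for no effect and ±100 for the full control effect; actives lower thioflavin S fluorescence by blocking filaments or displacing dye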
# Target sequence (P10636 whole entry, looked up): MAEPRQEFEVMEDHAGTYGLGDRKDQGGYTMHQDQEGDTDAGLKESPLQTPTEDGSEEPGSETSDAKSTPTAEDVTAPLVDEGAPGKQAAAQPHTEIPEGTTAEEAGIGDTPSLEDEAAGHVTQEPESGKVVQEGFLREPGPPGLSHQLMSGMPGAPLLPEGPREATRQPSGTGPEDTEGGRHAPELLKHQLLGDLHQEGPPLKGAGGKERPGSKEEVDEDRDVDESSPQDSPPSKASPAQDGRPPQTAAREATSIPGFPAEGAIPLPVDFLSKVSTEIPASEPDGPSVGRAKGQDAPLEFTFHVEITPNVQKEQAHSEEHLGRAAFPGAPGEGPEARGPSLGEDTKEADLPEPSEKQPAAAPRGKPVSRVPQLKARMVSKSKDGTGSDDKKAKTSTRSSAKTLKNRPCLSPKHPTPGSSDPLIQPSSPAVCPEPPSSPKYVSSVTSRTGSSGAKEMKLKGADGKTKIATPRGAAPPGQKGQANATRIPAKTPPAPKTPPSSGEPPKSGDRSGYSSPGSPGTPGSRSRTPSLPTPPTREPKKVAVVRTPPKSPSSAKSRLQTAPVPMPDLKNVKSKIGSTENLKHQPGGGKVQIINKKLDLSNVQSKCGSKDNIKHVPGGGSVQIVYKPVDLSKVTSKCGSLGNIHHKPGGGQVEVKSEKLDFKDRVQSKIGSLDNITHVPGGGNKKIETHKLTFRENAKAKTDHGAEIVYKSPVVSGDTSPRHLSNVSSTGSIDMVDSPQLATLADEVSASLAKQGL
#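 Quantitative HTS: thioflavine S signal from ODS-induced tau filaments, excited at 450 nm, emission 510 nm. Conditions: 1 uM tau, 30 uM ODS, 15 h at 37 C, pH 7.4.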
# GFP derepression – epigenetic modulators derepressing GFP locus in mouse cells. 0.09% of 68,000 active. Potency, µM (doses to about 46.1 µM), inactives show at the top dose GFP derepression (activation). mouse C127i GFP locus derepression, cytometry, 30 h; also: % of control where 0% means no effect
#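 Read-out is the number of GFP-positive cells, scored as fluorescent objects 20 to 120 um wide, reflecting derepression of a silenced CMV-GFP reporter in murine C127i cells after 30 h compound exposure at 37 C.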
# Pol III holo inh – DNA polymerase III holoenzyme inhibition. 0.25% of 71,000 active. reconstituted DNA polymerase III holoenzyme replication, biochemical. Potency, µM (top dose mostly 57.1 µM), for inactives: top-dose activity change, negative = inhibition; also: potency is read from the fitted curve at half-maximal effect; % is scaled to controls: 0 for no effect and ±100 for the full control effect
#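 Reconstituted *E. coli* holoenzyme (0.35 nM Pol III, 1 nM beta, 154 nM SSB, 2 nM primase) was preincubated with compound for 15 min at RT. Synthesis on 1.4 nM ssM13Gori ran 35 min, then was stopped with PicoGreen/EDTA and read as dsDNA fluorescence.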
# HADH2 inh – HADH2 (human) dehydrogenase inhibition; recombinant HADH2, NADH fluorescence, beta-hydroxybutyryl-CoA; Q99714; 3.4% of 73,000 active; Potency, µM (doses to about 57.1 µM), for inactives: at the highest dose activity change, negative = inhibition, usual class: inhibitors; AID 886; also: potency is read from the fitted curve at half-maximal effect; % is scaled to controls: 0 for no effect and ±100 for the full control effect; nearly all actives have a fitted effect of over 60% in size; many of its hits are not listed in these tables
# Target sequence (Q99714 whole entry, looked up, one chain of several): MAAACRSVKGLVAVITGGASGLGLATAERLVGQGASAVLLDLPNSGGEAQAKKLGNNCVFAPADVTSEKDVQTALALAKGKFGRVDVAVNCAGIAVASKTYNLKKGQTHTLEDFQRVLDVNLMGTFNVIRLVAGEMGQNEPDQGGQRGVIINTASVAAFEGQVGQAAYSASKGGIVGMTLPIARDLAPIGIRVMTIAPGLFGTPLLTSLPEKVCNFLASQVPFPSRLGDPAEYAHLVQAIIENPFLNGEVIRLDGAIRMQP
#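 20 nM HADH2 + cpd, 15 min RT; add 1 mM NAD+/90 uM beta-hydroxybutyryl-CoA; kinetic fluorescence 360/450 nm, 4 min. Tris-HCl pH 9.0, 0.01% Tween-20.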
# Hsp90 Hop PPI – changes Hsp90-Hop TPR2A binding signal, up or down | Potency, µM (highest dose often 57 µM), without a hit: at the highest dose activity change, negative = inhibition | 0.44% of 71,000 active | AlphaScreen TPR2A-His6 binding biotin-Hsp90 C-terminal peptide; active = well fitted curve in either direction with a large enough effect; inconclusive = small, poorly fitted or top-dose-only effect, or another doubt; also: potency is read from the fitted curve at half-maximal effect; % is scaled to controls: 0 for no effect and ±100 for the full control effect; many of its hits are not listed in these tables
# UbGFP stabilizer – proteasome inhibitors stabilizing ubiquitin-GFP reporter | Ubiquitin-GFP reporter cells, proteasome inhibition, GFP fluorescence; response scale: untreated = 0%, 10 µM MG-132 = 100% | Potency, µM (highest dose often 45.9 µM), without a hit: top-dose activation (GFP accumulation), most hits filed as activators | 67,000 tested, under 10 active; active = well fitted activation curve with a large enough effect, not every such curve was filed as active; inconclusive = small, poorly fitted or top-dose-only effect, or another doubt; inactive = no such curve, though single readings can be large or run the other way; also: potency is read from the fitted curve at half-maximal effect
#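 U2OS cells expressing ubiquitin(G76V)-GFP, seeded overnight in 0.5% FBS medium, then treated 4 hr at 37 C across 46 uM to 2.9 nM. GFP-positive cells counted by laser cytometry (488 ex/515 em); %activity scaled between basal and 10 uM MG-132.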
# CRE-bla Fsk – modulators of forskolin-stimulated CRE signaling in CHO cells; Potency, µM (series often up to 38.2 µM), inactives show at the top dose activity change, negative = inhibition, hits mostly activators; 2.5% of 71,000 active; CHO CRE-bla reporter (cAMP response element driving beta-lactamase), forskolin EC10, beta-lactamase ratio; active = well fitted activation curve with a large enough effect in the signal ratio, with a control signal flat, not every such curve was filed as active; inconclusive = small, poorly fitted or top-dose-only effect, or effect the other way, or a change in a side signal; the % refers to the signal ratio; also: potency is read from the fitted curve at half-maximal effect; % of control where 0% means no effect
#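 CRE-bla CHO reporter cells treated with compound titration plus EC10 NKH 477 (water-soluble forskolin), incubated 3 h at 37 °C; CCF4 loading 2 h at room temperature, 460/530 nm emission ratio read, AC50 values derived for positive or negative modulators.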
# The depositor's hits bear a star; ? = inconclusive; . = not tested or not shown; & = joins results of further samples; ! = repeats disagree; [ ] = another dose, or the depositor's remark. Unless noted, calls follow the shape of the dose curve; as a rule, active = well fitted curve in the direction sought with a large enough effect; inconclusive = small, poorly fitted or top-dose-only effect, or another doubt; inactive = no such curve, though single readings can be large; an effect the other way counts as inactive or inconclusive. An excerpt; rates above refer to the full screens.
SMILES,HBB splicing,ERK AVP block,ALOX15 inhib,Luciferase inh,Tau filament bind,GFP derepression,Pol III holo inh,HADH2 inh,Hsp90 Hop PPI,UbGFP stabilizer,CRE-bla Fsk
CC(C)C(c1nnnn1Cc1ccc(F)cc1)N1CCN(C2CCCCC2)CC1 (centres undefined),-0.2%[57.5 µM],-6%,3%,3%,-4%,-1%,-4%,26%,1%,-5%,-3%
CCc1cccc(C)c1NC(=O)C1C2CCC(O2)C1C(=O)O (centres undefined),-0.6%,3%,8%,3%,5%,3%,-3%,6%,-4%,11%,?
Cc1ncn(-c2ccccc2O)c1C,-1.7%[9.22 µM],-30%[11.5 µM],-1%[11.4 µM],1%[11.4 µM],3%[11.4 µM],10%[9.22 µM],-6%[11.4 µM],-5%[11.4 µM],-5%[11 µM],3%[9.17 µM],7%[7.6 µM]
CN1CCN(Cc2ccc(-c3ccc(Cl)cc3)o2)CC1,-3.5%,3%,-11%,-3%,-28%,2%,-3%,-16%,-8%,6%,3%
CC(=O)Nc1nonc1-c1nc2ccccc2n1CCC#N,.,29%,13%,1%,-1%,1%,-5%,?,0%,6%,5%
Cc1cc(C)cc(N(CC(=O)NCc2cccnc2)S(C)(=O)=O)c1,-4.9%,15%,-5%,1%,-5%,-4%,-5%,0%,1%,-7%,20%
COc1cccc(Nc2ncc3nc(CCc4ccccc4)c(=O)n(C[C@H]4CCCO4)c3n2)c1,4.4%,-1%,-8%,1%[11.4 µM],4%,0%[9.22 µM],-6%,8%,23%,-3%,?
CC(C)OC(=O)c1nnc(Cc2ccc(F)cc2)o1,0.6%,0%,6%,2%,10%,0%,-8%,-3%,1%,-6%,2%
O=c1n(-c2ccccc2)c(=O)n(Cc2ccccn2)n1Cc1ccccn1,0.0%,-25%,3%,0%,12%,-2%,-6%,-6%,-3%,4%,-3%
c1ccc2c(c1)ncn2CCn1cnc2ccccc21,0.6%,-11%,1%,1%,3%,6%,-2%,-5%,-7%,4%,0%
CCn1c(=O)cc(SCC(=O)NCc2ccccn2)c2ccccc21,0.2%,4%,3%,1%,4%,-1%,-4%,-8%,-5%,-5%,7.9µM*
O=C1Cc2c([nH]c3ccc(Br)cc23)-c2ccccc2N1,-0.1%,-46%,-11%[25.6 µM],?,32µM*!,0%&0%,-5%&-5%,5%&6%,-1%&-9%,0%&-2%,?
COc1ccc(OC)c(-c2cc(C(=O)N3CCN(c4ccccc4)CC3)no2)c1,-0.1%,-26%,-6%,3%,53%,-6%,3%,?,8%,16%,?
Cc1csc(SCC(=O)O)n1,.,-14%,8%,-1%,-4%,-2%,-11%,5%,0%,3%,-4%
N#Cc1c(N)nc(-c2ccccc2)nc1-c1ccccc1,0.4%,8%,2%,-1%,206%,3%,2%,?,0%,1%,?
O=C(O)CSC1CC(=O)N(c2ccc(Cl)cc2)C1=O (centres undefined),-0.8%,-5%,3%,3%,2%,0%,-6%,-7%,-3%,-3%,-2%
CCCCCC(=O)N1CCN(CCN=CC2=C(O)CC(c3ccco3)CC2=O)CC1 (centres undefined),-3.3%,5%,21%,2%,0%,-5%,0%,3%,-6%,-7%,?
COC(=O)c1nc(NC2=NCCCCC2)n[nH]1,-0.1%[57.5 µM],30%,9%,-2%,5%,6%,-3%,-9%,-3%,5%,-7%
O=C(c1ccccn1)N(CC1CCCO1)C1(C(=O)NC2CCCCC2)CCCCC1 (centres undefined),-1.4%,22%,0%,1%,1%,0%,0%,5%,-11%,-2%,-10%
CCOC(=O)CSc1nc2ccccc2c(=O)n1NC(=O)c1ccccc1,2.0%,-1%,6%,-13%,21%,7%,-10%,-1%,0%,13%,-24%
CC[C@H](C)C(=O)O[C@@H]1C[C@H](C)C=C2C=C[C@H](C)[C@@H](CC[C@H]3C[C@@H](O)CC(=O)O3)[C@H]21,0.5%[20.6 µM],11%[25.7 µM],-17%[25.6 µM],5%[25.5 µM],2%[25.6 µM],-1%[20.6 µM],-1%[25.6 µM],3%[25.6 µM],-7%[26 µM],-2%[20.5 µM],6%[17.1 µM]
COc1ccc(CCNC(=O)c2c(O)c3c([nH]c2=O)CCCC3)cc1,-0.4%[57.5 µM],3%,0%,3%,-9%,1%,-3%,20%,63%,-5%,6%
COc1ccc(N(C(=O)c2ccco2)S(=O)(=O)c2cc(OC)ccc2OC)cc1,0.6%,-17%,-1%,1%,-16%,0%,0%,12%,-6%,-9%,?
COc1cc(C(=O)OC2CCN(C)CC2)cc(OC)c1OC,-0.2%[57.5 µM],12%,8%,3%,0%,-3%,-8%,-3%,0%,8%,0%
CCOc1ccccc1/C=c1\sc2nc(-c3ccco3)nn2c1=O,-0.8%,-22%,-11%,-1%,-5%,2%,-11%,?,-6%,6%,-11%
C=CCc1c(C)nc(SC)nc1Nc1ccc(C(=O)O)cc1,.,?,2%,3%,-9%,1%,-7%,-11%,-3%,1%,?
CC1CCC/C(=C\Nc2ccc3c(c2)OCO3)C1=O (centres undefined),2.7%[0.369 µM],-29%,-18%,10µM*,25µM*,2%,-1%,?,-21%,-3%,-2%
O=C(C1Cc2ccccc2CN1S(=O)(=O)c1cccs1)N1CCCCCC1 (centres undefined),4.7%,3%,-4%,3%,12%,2%,3%,3%,-5%,-7%,?
CCOC(=O)c1ccc(NC(=O)CN2C(=O)CNC2=O)cc1,-0.6%,-3%,0%,-2%,2%,0%,-3%,9%,-4%,3%,-4%
Cc1cc(C(=O)N2CCC(C(F)(F)F)n3nccc32)on1 (centres undefined),-1.2%,7%,-2%,3%,-26%,0%,-8%,1%,?,10%,2%
Cn1c(NCc2ccco2)nc2c1c(=O)n(Cc1ccc(Cl)cc1)c(=O)n2C,-2.2%,-24%,?,1%,-27%,0%,-3%,2%,-9%,-2%,-5%
CCOC(=O)C1C(=O)NC(N2CCN(c3ccccc3)CC2)=NC1c1ccco1 (centres undefined),0.6%,-30%,0%,2%,15%,-3%,-4%,3%,-2%,-9%,?
O=C1c2nc3ccccn3c2C(=O)N1Cc1ccccc1,-2.7%[0.0738 µM],-5%,-3%[11.4 µM],1%,-12%[11.4 µM],0%,-4%[11.4 µM],0%[11.4 µM],-17%[11 µM],0%[9.17 µM],?
CC(=O)C1=C(C)NC(=O)NC1c1cccc(O)c1 (centres undefined),0.6%,-3%,1%,1%,10%,-3%,-3%,-1%,-5%,5%,-12%
CC1=Nc2ncnn2C(c2ccccc2)/C1=N\O (centres undefined),1.1%,10%,-3%,-2%,6%,-2%,-6%,-13%,-4%,21%,?
COc1cccc(C2CC(c3ccc(C)cc3)n3nc(N)nc3N2)c1 (centres undefined),-0.2%,-15%,1%,4%,7%,.,-2%,2%,-4%[2.3 µM],12%,4%
COc1ccc(C(=O)N2CCC[C@@]3(CCN(C(=O)Nc4cccc(F)c4)C3)C2)cc1,-0.9%,-6%,1%,2%[11.4 µM],-15%,-5%[9.22 µM],-3%,-7%,-18%,-7%,8%
Cc1oc(-c2ccccc2F)nc1CS(=O)(=O)CC(=O)NCCCN(C)C1CCCCC1,-1.7%,10%,-4%,3%,27%,4%,-4%,14%,-6%,6%,-2%
O=S(=O)(c1ccccc1)N1CCC2(CCCN(Cc3ccccc3)C2)CC1,-0.1%,6%,1%,2%[11.4 µM],4%,0%[9.22 µM],-3%,-4%,0%,-9%,-5%
Cc1cccc(O)c1C,0.7%,33%,-1%,.,4%,.,-3%,-1%,?,.,-10%
Nc1[nH]nc2nc(N3CCOCC3)nc(-c3ccccc3)c12,0.3%,-19%,1%,-1%,-5%,-4%,-1%,-17%,-6%,-10%,?
CCCc1[nH]nc2c1C(c1cc(OC)ccc1F)C(C#N)=C(N)O2 (centres undefined),-0.7%[0.369 µM],?,-9%,0%,-5%,-2%,0%,-6%,0%,.,-4%
Brc1cccc(-c2nnco2)c1,-0.2%,0%,1%,1%,16%,4%,-6%,3%,-3%,6%,-1%

# From PubChem
